# Screening data: PubChem, Sanford-Burnham Center for Chemical Genomics
# MPTP inh: blocks calcium-induced mitochondrial swelling; 360,000 tested, 1.4% active; isolated mouse mitochondria, Ca2+ swelling absorbance, 30 min; inhibition, % at 10 µM;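 active = inhibition of 50% or more, scaled per plate between neutral and stimulator controls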;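 note: 0% = DMSO wells given calcium and 100% = 1 mM EGTA wells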
# hIAP block: blocks human intestinal alkaline phosphatase | 330,000 tested, 0.12% active | P09923 | purified IAP, CDP-Star luminescence, 30 min | inhibition, % at 10 µM;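 active = inhibition reaching a set limit with compound at 10 µM in the primary screen, cut at about 35% in these data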;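 note: plate controls were DMSO wells with enzyme for no effect and no-enzyme buffer wells for full effect; values of inactives mirror those of a sister screen read the other way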
# mIAP activ: increases mouse intestinal alkaline phosphatase activity. activation factor at 10 µM. 330,000 tested, 0.24% active. AID 2805. muIAP, CDP-Star luminescence, 30 min; hits give high values; 1 = vehicle-only enzyme signal, 0 = enzyme-free wells;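 active = activation factor of at least 2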; note: the source names both 10 and 20 µM as test concentration; values of inactives mirror those of a sister screen read the other way
#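 Assay system: mouse IAP enzyme / Compound: DMSO-dissolved test compounds / Timing: 30 min, room temperature / Measured by: luminescence from enzymatic CDP-Star hydrolysis / Control set: DMSO-only wells, enzyme-free buffer wells as negative control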
# ATG4B inhibitor: inhibitors of human ATG4B cysteine protease | Q9Y4P1 | ATG4B cleavage of LC3-PLA2, NBD-HPC fluorescence, 1 h | inhibition, % at 8.33 µM | 340,000 tested, 0.51% active; in the data active = inhibition above about 40%
# Target sequence (Q9Y4P1 whole entry, looked up): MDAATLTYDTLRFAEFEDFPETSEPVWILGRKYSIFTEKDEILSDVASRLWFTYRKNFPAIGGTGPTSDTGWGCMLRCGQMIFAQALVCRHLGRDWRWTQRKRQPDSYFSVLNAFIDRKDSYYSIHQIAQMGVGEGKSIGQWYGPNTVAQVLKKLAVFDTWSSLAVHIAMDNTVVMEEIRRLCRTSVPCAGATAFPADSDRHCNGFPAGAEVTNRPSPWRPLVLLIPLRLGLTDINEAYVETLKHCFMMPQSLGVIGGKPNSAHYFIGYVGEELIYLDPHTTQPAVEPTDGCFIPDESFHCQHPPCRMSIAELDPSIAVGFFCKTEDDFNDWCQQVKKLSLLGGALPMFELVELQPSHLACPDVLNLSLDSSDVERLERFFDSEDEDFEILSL
# hIAP activ: human IAP activation | activation factor at 10 µM | 330,000 tested, 0.16% active | P09923 | purified human IAP, CDP-Star luminescence, 30 min; hits give high values; 1 = vehicle-only enzyme, 0 = enzyme-free background;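 active = activation factor of the enzyme at least 2-fold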; note: the source names both 10 and 20 µM as test concentration; values of inactives mirror those of a sister screen read the other way
# A3G deaminase: APOBEC3G (human) deaminase inhibition; AID 493012; recombinant A3G, ssDNA deamination FAM/TAMRA fluorescence; inhibition, % at 20 µM; 330,000 tested, 0.28% active; Q9HC16;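 active = inhibition of at least 40% at 20 µM, with no more than 30% in the related APOBEC3A deaminase screen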;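 note: plate controls were DMSO wells with A3G for no effect and wells lacking A3G enzyme for full effect; some compounds called inactive have numbers as strong as hits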
# Target sequence (Q9HC16 whole entry, looked up): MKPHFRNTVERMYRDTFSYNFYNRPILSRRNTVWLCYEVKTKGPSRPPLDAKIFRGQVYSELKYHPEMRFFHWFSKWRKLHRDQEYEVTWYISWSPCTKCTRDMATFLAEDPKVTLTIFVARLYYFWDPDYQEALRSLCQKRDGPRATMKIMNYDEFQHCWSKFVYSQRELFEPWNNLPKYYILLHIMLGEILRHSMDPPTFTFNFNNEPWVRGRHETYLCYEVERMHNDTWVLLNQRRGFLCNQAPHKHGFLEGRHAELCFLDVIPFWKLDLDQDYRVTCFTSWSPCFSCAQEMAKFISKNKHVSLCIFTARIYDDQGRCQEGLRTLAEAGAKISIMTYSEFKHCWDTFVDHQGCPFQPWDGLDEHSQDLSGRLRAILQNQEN
# beta cell repl: inducers of beta-cell replication in MIN6 cells; MIN6 cells proliferation, ATPlite luminescence, 48 h; cells starved in 0.2% serum; 100% = growth in 10% serum; proliferation, % at 10 µM; 330,000 tested, 0.29% active; AID 2380;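 active = compounds whose signal lies at least 3.5 SD above the mean of all wells on their plate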;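 note: 0% = DMSO-treated cells in low-serum medium and 100% = 10% serum control; some compounds called inactive have numbers as strong as hits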
# APOBEC3A inh: inhibitors of human APOBEC3A DNA deaminase; recombinant A3A, FAM/TAMRA ssDNA deamination fluorescence; inhibition, % at 20 µM; P31941; 330,000 tested, 0.41% active;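 active = at least 40% inhibition at 20 µM here, with at most 30% in a related deaminase screen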;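 note: plate controls were A3A with DMSO for no effect and wells lacking A3A enzyme for full effect; some results filed as inactive read as strong as hits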
# Target sequence (P31941 whole entry, looked up): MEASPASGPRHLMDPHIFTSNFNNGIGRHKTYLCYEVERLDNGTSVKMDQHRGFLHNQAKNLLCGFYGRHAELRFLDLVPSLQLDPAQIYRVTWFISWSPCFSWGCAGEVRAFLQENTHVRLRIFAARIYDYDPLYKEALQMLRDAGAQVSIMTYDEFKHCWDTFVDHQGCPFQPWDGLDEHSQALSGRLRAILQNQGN
# mIAP inh: mouse IAP inhibition; inhibition, % at 10 µM; 330,000 tested, 0.2% active; AID 2806; purified mouse IAP, CDP-Star luminescence, 30 min;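 active = inhibition of at least 40% at 10 µM in the primary screen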;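 note: plate controls were DMSO with enzyme for no effect and no enzyme wells for full effect; values of inactives mirror those of a sister screen read the other way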
# Starred values were filed as active, the others as inactive.
smiles	A3G deaminase	beta cell repl	hIAP activ	mIAP inh	mIAP activ	ATG4B inhibitor	MPTP inh	APOBEC3A inh	hIAP block
O=C(CNC(=O)c1cccc(OC(F)F)c1)OCc1cc(=O)n2cc(Br)ccc2n1	5	-3	0.86	3	0.97	10	0.6	20	14
COC(=O)[C@H](CCSC)NC(=O)NCc1cccs1	-6	-2	1.3	-3	1	2	-0.8	-7	-31
CCOc1cc(N2CCOCC2)c(OCC)cc1NC(=O)C1=NN(c2cccc(C)c2)C(=O)CC1	-13	-1	0.93	17	0.83	-11	-1.4	-4	7
COc1ccc(C(=O)COC(=O)C(C(C)C)N2C(=O)C3C4C=CC(C4)C3C2=O)cc1 (stereo not drawn)	-7	-5	1	1	0.99	2	2.0	-1	-2
O=C(COC(=O)C1(c2ccc(F)cc2)CCCC1)N1CCOCC1	-10	1	1.1	4	0.96	-1	0.4	-3	-6
O=C(NN=Cc1ccccc1Cl)c1ccc(-n2cnnn2)cc1	17	-2	1	5	0.95	-1	-0.7	0	-2
Nc1ccc[n+](Cc2ccccn2)c1	-7	4.9*	1.2	-20	1.2	-11	-3.0	-1	-22
COc1cc(NC(=O)COc2ccccc2Cl)ccc1NC(=O)c1cccs1	-8	0	0.94	-8	1.1	-12	1.6	-1	6
CCCCn1c(CNC(=O)c2cccs2)nc2ccccc21	2	-5	0.97	0	1	-8	1.1	-1	3
COCCNC(=O)c1ccccc1NC(=O)c1ccc(Cl)c(S(=O)(=O)Nc2ccc(C)cc2C)c1	-7	-2	1.1	-6	1.1	-15	2.7	-1	-5
Cc1ccc(CN2CCN(CC(=O)N=Nc3c(O)[nH]c4ccccc34)CC2)cc1	-6	-2	1	-1	1	-9	1.3	6	-3
CCCCCn1c(CN2CCN(C(=O)OCC)CC2)nc2c1c(=O)n(C)c(=O)n2C	-9	-1	0.95	2	0.98	-14	1.1	-3	5
O=C(CN(c1ccccc1)S(=O)(=O)c1ccccc1)NCCSCc1ccco1	8	0	1.1	9	0.91	-3	14	12	-12
COC(=O)c1c(NC(=O)CSc2ncn[nH]2)sc(C)c1C	-12	-3	1.2	3	0.97	7	-0.4	-4	-21
COC(=O)c1cc2ccsc2n1CC(=O)NCC1CCCO1 (stereo not drawn)	-5	-2	0.93	-3	1	-19	-2.1	-1	7
COc1ccc(C(=O)Nc2ccc(NC(=O)CSc3nnc(-c4ccncc4)n3C)cc2)cc1	-5	1	0.88	-4	1	-14	-1.4	1	12
Cc1ccc(S(=O)(=O)N2CCN(C(=O)CSc3nccn3C)CC2)cc1	-4	5	0.92	-3	1	3	0.2	7	8
Cn1nc(C(=O)OCCN2C(=O)c3ccccc3C2=O)c2ccccc2c1=O	-3	-1	0.91	-2	1	0	-5.3	-2	9
Cc1ccc(O)c(C(=O)c2cc(C#N)c(=O)n(-c3c(C)n(C)n(-c4ccccc4)c3=O)c2)c1	-26	0	0.82	15	0.85	2	-1.1	-8	18
On1c(-c2ccccc2)nc2ncccc21	-8	5	1.1	6	0.94	2	0.1	-2	-12
COC(=O)Cc1csc(NC(=O)c2ccc3ncsc3c2)n1	-4	-4	0.92	16	0.84	4	-0.9	2	8
Cc1nc(-c2cccc(-c3noc(C)n3)c2)no1	-5	-2	1.1	-6	1.1	4	0.0	2	-8
CSc1ccc(/C=N/NC(=O)c2ccccc2Cl)cc1	-8	-4	1.1	6	0.94	-9	0.1	-4	-5
COc1ccc(S(=O)(=O)N2CCCCCC2)cc1NS(=O)(=O)c1cc(C(=O)O)cc(C)c1C	-9	-1	0.93	1	0.99	-4	0.8	-5	7

# An excerpt of these results, with values under each structure:
# Second line of a record: A3G deaminase	beta cell repl	hIAP activ	mIAP inh	mIAP activ	ATG4B inhibitor	MPTP inh	APOBEC3A inh	hIAP block
- On1c(-c2ccccc2)nc2ncccc21
  -8	5	1.1	6	0.94	2	0.1	-2	-12
- Cn1nc(C(=O)OCCN2C(=O)c3ccccc3C2=O)c2ccccc2c1=O
  -3	-1	0.91	-2	1	0	-5.3	-2	9

# Following part:
smiles	A3G deaminase	beta cell repl	hIAP activ	mIAP inh	mIAP activ	ATG4B inhibitor	MPTP inh	APOBEC3A inh	hIAP block
CC(=O)Nc1ccc(S(=O)(=O)N2CCC3(CC2)CC(=O)c2ccccc2O3)cc1	-6	-3	1.1	5	0.95	6	-1.8	0	-7
COc1cc([N+](=O)[O-])cc([N+](=O)[O-])c1NC(=O)N1CCOCC1	-3	-4	1.2	-4	1	-1	-1.3	0	-18
CC(=O)NN1C(=O)/C(=C\c2ccc(Br)o2)SC1=S	66	-2	0.97	60*	0.4	9	0.8	91	3
CCN(CC)S(=O)(=O)c1ccc(NC(=O)COC(=O)CNC(=O)C2CCCCC2)cc1	-7	-1	1	-3	1	-11	0.3	9	-5
NS(=O)(=O)c1ccc(N2CCN(S(=O)(=O)Cc3ccccc3)CC2)nc1	-2	-2	0.89	-3	1	0	-0.9	-2	11
CC(=O)Nc1ccc(S(=O)(=O)Nc2cc(Cl)ccc2N2CCOCC2)cc1	-6	-1	0.95	3	0.97	-7	-0.5	-4	5
COc1ccccc1N1C(=O)C2CC=CC(C)C2C1=O (stereo not drawn)	-3	-2	1.1	-1	1	-1	3.9	-1	-6
CSC(=O)CC(=O)NC(=O)c1ccccc1	-5	-2	1	-2	1	-5	-2.4	-6	-3
CC(C)=CCc1c(O)c(CC=C(C)C)c2occ(-c3ccc(O)cc3)c(=O)c2c1O	-9	-6	1.2	20	0.8	-5	22	-4	-17
O=C(Nc1c(C(=O)N2CCOCC2)cnn1-c1ccccc1)c1ccccc1	-2	-2	1	2	0.98	-5	-2.8	2	0
O=C(CCN1C(=O)[C@@H]2Cc3ccccc3CN2C1=O)N[C@@H](Cc1ccccc1)C(=O)O	-10	3	0.86	-2	1	-24	-2.8	-4	14
CCNc1ccc(C(=O)OCC(=O)NCCN2C(=O)CSC2=O)cc1[N+](=O)[O-]	1	1	0.97	-6	1.1	-11	-2.7	3	3
CCc1cccc(CC)c1NC(=O)CSc1nc2ccc(N3C(=O)C4C5C=CC(C5)C4C3=O)cc2s1 (stereo not drawn)	-2	-3	1	-3	1	8	7.2	0	-2
O=C1CCN(Cc2ccccc2)CCN1[C@H](COc1ccccc1)Cc1ccccc1	-8	-6	0.83	-4	1	-2	-0.3	-4	17
O=C(N/C(=C\c1cccc([N+](=O)[O-])c1)C(=O)N1CCOCC1)c1ccc([N+](=O)[O-])cc1	-2	-2	1.1	7	0.93	-6	1.4	-1	-8
CC(C)C(=O)NC(c1cccc([N+](=O)[O-])c1)c1c(O)ccc2ccccc12 (stereo not drawn)	-6	-1	0.86	10	0.9	2	0.0	-4	14
COCCN(C(=O)Nc1ccc(OC)cc1OC)C1CCN(C(C)C)CC1	-3	-1	1	5	0.95	11	-1.5	-2	-1
CCOC(=O)N1CCN(Cc2nc3c(c(=O)n(C)c(=O)n3C)n2CCCc2ccccc2)CC1	-10	-3	1.1	1	0.99	-7	3.4	-4	-7
COc1ccccc1-c1nnc2sc(COc3ccc(Cl)cc3Cl)nn12	2	-6	1.7	10	0.9	-7	20	1	-74
Cc1cc(C)c2c(N)c(C(=O)Nc3nccs3)sc2n1	-6	-6	0.92	10	0.9	-11	0.8	-1	8
CCOC(=O)c1cnn(-c2ccccc2)c1NC(=O)c1ccccc1C	-4	-2	1.1	-2	1	4	0.5	-6	-13
c1ccc2oc(SCc3cn4ccccc4n3)nc2c1	-3	-3	1	-13	1.1	6	-1.0	-3	-2
CC(C)c1nc(C#N)c(N2CCOCC2)o1	12	0	1.2	6	0.94	0	0.1	-4	-22
COc1ccc(S(=O)(=O)N2CCC(C(=O)NCCC(=O)Nc3cccc(Cl)c3)CC2)cc1	-10	-2	1.1	-11	1.1	-20	-1.6	-7	-12
O=C(Cn1ccc([N+](=O)[O-])n1)N1CCc2ccccc21	1	0	1.1	9	0.91	2	2.0	5	-12
CN1CCN(CCNC(=O)Nc2ccccc2[N+](=O)[O-])CC1	-5	-5	0.96	2	0.98	-8	-0.3	0	4
O=C(NCC1CCS(=O)(=O)C1)NCC1CCS(=O)(=O)C1 (stereo not drawn)	-6	-1	1.1	10	0.9	-5	-0.2	1	-13
O=C(CSc1nnc(-c2ccncc2)o1)Nc1cc(F)ccc1F	-9	-2	1	-1	1	1	-1.2	-4	-2
CC(=O)c1cc2c(cc1NS(=O)(=O)c1ccccc1Br)OCO2	-6	0	0.99	1	0.99	-10	0.4	-1	1
Cc1n[nH]c(=O)c2c(NC(=O)CSc3nnc(-c4ccncc4)n3C)oc(C)c12	-3	-4	0.86	1	0.99	-7	-2.5	-2	14
CC1(C)CC(=O)C2=C(C1)Nc1ncnn1C2c1ccccn1 (stereo not drawn)	-3	-2	1.1	7	0.93	-4	-2.5	-1	-12
COc1ccc(Cl)cc1NC(=O)CN(C)C(=O)Cc1ccsc1	-9	9	0.94	2	0.98	-8	-2.9	22	6
Clc1ccc(C2=Nn3c(Cn4nnc5ccccc54)nnc3SC2)cc1	28	-4	1.1	16	0.84	-15	4.4	-4	-6
COCCNc1c2c(c(C#N)c3nc4ccccc4n13)CCCC2	-5	4	1.1	-2	1	-6	1.7	-5	-8
CCSc1cc(N2CCCC2)nc(-c2ccc(F)cc2)n1	-6	0	1	6	0.94	6	0.6	-5	-3
C/C=C(\C)C(=O)OC(C)(C)[C@H]1Cc2cc3ccc(=O)oc3cc2O1	-10	5	0.97	8	0.92	-5	0.2	-4	3
COc1cc(C(=O)Nc2ccc(NC(=O)C3CC3)nc2)cc(OC)c1OC	-2	0	0.92	-3	1	1	-2.6	0	8
Cc1ccc(C)c(N(Cc2cc3ccc(C)cc3[nH]c2=O)C(=O)c2ccco2)c1	-8	-3	0.94	-18	1.2	-5	3.1	0	6
COC(=O)[C@@H]1C[C@]2(OC(=O)c3ccccc3)C=CC(=O)C[C@@H]2N1C(=O)OCc1ccccc1	-6	-8	0.88	2	0.98	-12	-0.2	0	12
O=C(CN1CCOCC1)Nc1ccc(F)cc1	-6	-1	1	0	1	-6	-0.5	-2	-2
Cc1cc(NC(=O)c2cc(-c3ccco3)on2)n(-c2ccccc2)n1	-5	1	0.98	16	0.84	6	-1.7	2	2
COc1ccc(/C=N/Nc2ncnc3scc(-c4ccccc4)c23)cc1OC	-4	-2	1	7	0.93	-3	-1.3	-1	-2
CCCCn1c(N)c(-c2nc3ccccc3o2)c2c([N+](=O)[O-])nn(C)c(=O)c21	8	1	0.88	10	0.9	-4	1.4	53*	12
CCOc1ccccc1N(C)C(=O)c1nn(-c2ccc(OC)cc2OC)c(=O)c2ccccc12	-7	-2	1.1	0	0.99	-14	1.9	-2	-11
Cc1ccc(N=Nc2c(N)nn3c(C)cc(C)nc23)cc1	-3	0	1	6	0.94	-14	0.6	-6	0
CCOc1cc(C2C(C(=O)c3ccco3)=C(O)C(=O)N2CCc2ccccc2)ccc1O (stereo not drawn)	-3	-1	1	1	0.99	-14	-0.1	-2	-5
CCOc1ccc(S(=O)(=O)NCCC(=O)N2CCCN(C)CC2)cc1	-6	3	1	3	0.97	6	-1.5	-3	-2
COc1ccc(N2C(=O)c3ccc(C(=O)Nc4ccccc4OC)cc3C2=O)cc1	2	-1	1	7	0.93	-4	0.6	-7	-3
